DNA FID counter – compounds displacing fluorescent DNA intercalator, primary screen, artefact control for HCV NS3 helicase inhibitor project, biochemical, FID fluorescence; AID 1845, 2009; DNA fluorescent intercalator displacement; inhibition, % at 7.9 µM; actives 0.17% (n = 290,000); in the data active = inhibition above about 37%;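 note: 0% = vehicle and 100% = reference compound; higher means more ethidium bromide displaced from hairpin DNA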
p-CIP stab down – p/CIP-EGFP fusion destabilizers, primary screen, fluorescence, F442A cells. 16 h. decrease of EGFP signal, % at 10 µM. actives 0.01% (n = 290,000);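 active = EGFP signal decrease of at least 30% at 10 µM or well 3 SD below plate mean, unless failing retest; inactive = the rest, including hits failing retest or dose response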; note: some compounds called inactive have numbers as strong as hits; many of its hits are not listed in these tables
PfM18AAP inh – PfM18AAP inhibitors, malaria aminopeptidase, primary screen, biochemical, QFRET, recombinant enzyme. M18 aspartyl aminopeptidase (Plasmodium falciparum 3D7). H-Glu-NHMec fluorogenic cleavage. inhibition, % at 7.35 µM. actives 1.2% (n = 290,000). AID 1822, 2009;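 active = inhibition above the campaign mean inhibition over all tested compounds plus 3 SD, cut at about 28% in these data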;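 note: 0% = plate median of test compound wells and 100% = 2 mM ZnCl2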
VIM-2 inhibitor – VIM-2 metallo-beta-lactamase inhibitors, primary screen, biochemical, epi-absorbance readout, Pseudomonas aeruginosa enzyme. purified VIM-2, nitrocefin hydrolysis, epi-absorbance fluorescence. actives 0.89% (n = 290,000). inhibition, % at 5.6 µM;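 active = inhibition above the mean of all tested compounds plus 3 SD, cutoff set per screening run, cut at about 7.5% in these data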;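 note: red hydrolysis product quenches plate fluorescence so inhibitors raise well fluorescence; 0% = enzyme with DMSO and 100% = DMSO without enzyme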
IMP-1 inh – IMP-1 metallo-beta-lactamase inhibitors, primary screen, biochemical, epi-absorbance readout, Pseudomonas aeruginosa enzyme; purified IMP-1, nitrocefin hydrolysis, epi-absorbance fluorescence; actives 0.45% (n = 290,000); inhibition, % at 5.6 µM; AID 1556, 2009;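 active = inhibition above the mean plus 3 SD of all compounds in the same screening run, cut at about 4.5% in these data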;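 note: 0% = IMP-1 with DMSO and 100% = DMSO wells lacking enzyme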
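System: Purified recombinant IMP-1 metallo-beta-lactamase enzyme | Measured by: Fluorescence quenching readout, ex 480/em 530 nm | Replication: Singlicate | Incubation: 15 min preincubation plus 25 min reaction at 25 °C | Evaluation: Percent inhibition from optical density relative to buffer-blank wells | Benchmarks: DMSO with and without IMP-1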
SUMO HTRF inh – inhibitors of in vitro SUMOylation cascade, primary screen, biochemical, HTRF, uHTS. SUMO-conjugating enzyme UBC9 (Homo sapiens), P63279. HTRF SUMOylation assay, SAE1/SAE2 + UBC9. inhibition, % at 35 µM. actives 0.36% (n = 290,000); in the data active = inhibition above about 50%, passing the limit was not always enough; note: strong numbers were not always called active
Target sequence (P63279 whole entry, looked up): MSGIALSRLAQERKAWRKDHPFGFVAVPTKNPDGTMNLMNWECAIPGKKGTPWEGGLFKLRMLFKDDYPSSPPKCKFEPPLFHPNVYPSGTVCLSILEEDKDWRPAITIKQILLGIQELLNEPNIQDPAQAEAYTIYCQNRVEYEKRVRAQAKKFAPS
IDE act – human IDE activators in live cells, primary screen, fluorescence polarization, HEK cells, FAbeta-B substrate | Insulin-degrading enzyme (Homo sapiens), P14735 | FAbeta-B cleavage; 0% vehicle, 100% cell-free pure enzyme wells | activation, % at 5.96 µM | actives 0.073% (n = 340,000) | AID 493087, 2011;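 active = activation above the mean of all tested compounds plus 3 SD, set per screening campaign, cut at about 17% in these data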
IDE inh – human IDE inhibitors in live cells, primary screen, fluorescence polarization, HEK cells, FAbetaB substrate. Insulin-degrading enzyme (Homo sapiens), P14735. FAbetaB cleavage. inhibition, % at 5.59 µM. actives 0.41% (n = 320,000);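 active = percent inhibition above the average of all tested compounds plus 3 SD, set per screening campaign, cut at about 16% in these data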;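 note: IDE supplied by intact live HEK cells; FP after avidin binding of uncleaved biotin substrate so inhibition keeps polarization high; 0% = DMSO wells and 100% = 60 µM reference IDE inhibitor Ii1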
NS3 helicase inh – inhibitors of HCV NS3 helicase, primary screen, biochemical, Cy5 molecular beacon fluorescence. NS3 helicase DNA unwinding. AID 1800, 2009. Hepatitis C virus NS3 helicase. inhibition, % at 10.9 µM. actives 0.56% (n = 290,000);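 active = inhibition above the mean of all tested compounds plus 3 SD, set per campaign, cut at about 35% in these data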;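 note: 0% = DMSO wells and 100% = thioflavine S control wells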
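Measured by: Cy5 fluorescence, 0 and 60 min reads / Assay system: NS3 helicase fragment of HCV / Control set: low DMSO, high thioflavine S at 110 µM / Times: 1 h reaction at 25 °C, ATP-initiated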
* = called active by the depositor; nt = no result given.

Values in the order: DNA FID counter	p-CIP stab down	PfM18AAP inh	VIM-2 inhibitor	IMP-1 inh	SUMO HTRF inh	IDE act	IDE inh	NS3 helicase inh
CCCc1c(C(=O)NNc2ccc(C)cc2)cnn1-c1ccccc1
 : -19	-14	21	0.3	-0.4	7	0	-1	-4
Cc1ccc(NC(=O)Nc2cccc(F)c2)nc1
 : -9	9	3	-1.7	-2.6	-6	1	nt	2
Cc1ccnc(NC(=O)c2ccc3c(c2)C(=O)N(CC(C)C)C3=O)c1
 : -33	-4	6	-3.2	-2.3	-6	5	-1	-1
Cc1ccc(S(=O)(=O)N2CN(Cc3ccco3)c3nc4ccccc4nc32)cc1
 : -4	-18	14	-2.6	-1.8	28	1	2	20
COc1cc(NC(=S)NC(=O)c2ccccc2F)ccc1NC(=O)c1ccco1
 : -4	-11	-8	0.2	-0.4	4	5	7	6
CC(C)NC(=O)CN(Cc1ccc(F)cc1)C(=O)CCC(=O)Nc1ccccn1
 : -11	0	-3	-4.2	-2.8	-2	6	7	10
CC(=O)c1ccc(NC(=O)c2ccc(CNc3c(N4CCCC4)c(=O)c3=O)cc2)cc1
 : -2	-21	0	-1.4	-1.3	16	-4	5	0
CCCc1nc2ccccc2c(=O)n1NC(=O)c1c(O)c2ccccc2[nH]c1=O
 : 0	-6	-1	-0.3	-3.3	7	6	-5	11
CCOC(=O)C1CCCN(C2=NC(=O)/C(=C/c3ccc(N(C)C)cc3)S2)C1 (stereo unspecified)
 : -31	-22	-2	1.5	-0.6	-10	-34	52*	25
COc1ccc(C2SCCN2C(=S)Nc2cccc(Cl)c2)cc1 (stereo unspecified)
 : 1	3	2	-2.3	-3.7	-2	0	-1	6
CC(C)[C@H](NC(=O)[C@@H]1CSC2c3ccccc3C(=O)N21)C(=O)N1CCCCC1 (stereo partly specified)
 : -36	6	-1	-1.3	-1.4	19	-6	1	1
COc1ccc(C(CCNCc2ccc(F)cc2)c2ccc(F)cc2)cc1 (stereo unspecified)
 : 9	1	-6	0.1	-1.1	-30	8	7	-92
COc1ccc(-c2nnn(CC(=O)N(Cc3ccc(F)cc3)C(C(=O)NC3CCCC3)c3ccc(F)cc3)n2)cc1 (stereo unspecified)
 : -4	nt	-6	-1.4	-2.2	nt	-2	-10	1
Cc1ccc(SCC(=O)NC(=O)Nc2ccc3c(c2)OCCO3)c(C)c1
 : -2	-5	1	-2.2	-1.6	0	5	-3	-1
Fc1ccc(CNC(=S)NCc2ccc(F)cc2)cc1
 : -3	-4	9	-1.0	-3.9	-5	2	4	3
CCc1nc(SCc2ccccc2)n[nH]1
 : -3	2	1	-0.6	0.1	9	2	-1	-5
COc1ccc(-n2c(SCc3cn4c(C)cccc4n3)nc3ccccc3c2=O)cc1OC
 : -26	-2	-4	-1.7	-1.2	-3	-3	6	-12
NS(=O)(=O)c1ccc(NC(=O)/C=C/c2cccs2)cc1
 : -5	-9	-5	-1.8	0.3	21	6	-3	2
CCOC(=O)Cn1c(=N)n(CCOc2ccc3ccccc3c2)c2ccccc21
 : 10	-11	-8	-4.0	-2.4	-3	1	5	-28
Cn1sc(NC(=O)c2cccc(Cl)c2)nc1=O
 : 1	-5	-2	-2.3	-2.8	17	5	0	6

Compound profiles (already shown). Order of values: DNA FID counter | p-CIP stab down | PfM18AAP inh | VIM-2 inhibitor | IMP-1 inh | SUMO HTRF inh | IDE act | IDE inh | NS3 helicase inh
Cn1sc(NC(=O)c2cccc(Cl)c2)nc1=O as listed: 1 | -5 | -2 | -2.3 | -2.8 | 17 | 5 | 0 | 6
COc1ccc(-c2nnn(CC(=O)N(Cc3ccc(F)cc3)C(C(=O)NC3CCCC3)c3ccc(F)cc3)n2)cc1 (stereo unspecified) as listed: -4 | nt | -6 | -1.4 | -2.2 | nt | -2 | -10 | 1

Later entries
Values in the order: DNA FID counter	p-CIP stab down	PfM18AAP inh	VIM-2 inhibitor	IMP-1 inh	SUMO HTRF inh	IDE act	IDE inh	NS3 helicase inh
CCC(C)[C@H](NC(=O)C1CC(=O)N(c2ccc3c(c2)OCO3)C1)C(=O)NC1CCCCC1 (stereo partly specified)
 : -15	0	20	-1.7	-2.0	-5	0	0	6
Cc1ncc([N+](=O)[O-])n1CC(=O)NC1CCCCC1
 : -6	-8	-22	0.3	-0.8	21	4	-3	0
Cc1c(C(=O)Nc2ccccc2)oc2c1C(=O)CC(C)(C)C2
 : -16	-1	7	0.2	-0.8	13	10	-3	4
Cc1ccc(S(=O)(=O)N(C(=O)c2ccncc2)c2ccc3oc4c(c3c2)CCCC4)cc1[N+](=O)[O-]
 : 1	-14	-3	-2.0	-3.9	-7	4	7	-7
O=C(NCc1ccccc1)c1ccc2nc(N3CCOCC3)sc2c1
 : -23	-7	0	-1.2	-4.0	10	-2	-1	5
C/C(=C(\C#N)C(=O)NCCN1CCOCC1)N(C)C
 : -4	-14	3	-2.5	-3.3	-2	1	-2	-4
O=C(/C=C/c1cccc([N+](=O)[O-])c1)NCC1CCCO1 (stereo unspecified)
 : 3	-1	-3	-2.7	-1.4	27	0	4	3
C=CCNC(=O)/C(=C/c1ccc(Br)cc1)NC(=O)c1ccccc1OC
 : -17	5	-5	-1.2	-3.0	5	13	0	1
N/C(=N\OC(=O)N1CCOCC1)c1ccc(Cl)cc1
 : 0	-6	-8	-0.5	-2.4	16	4	-1	3
CCOc1ccc(NS(=O)(=O)c2ccc(NC(=S)NC(C)=O)cc2)cc1
 : 5	-18	2	-1.3	1.1	-14	0	-4	-14
O=C(O)CCc1ccc(-c2ccc(Br)cc2)n1Cc1ccco1
 : -30	0	-2	-0.1	2.2	28	3	1	21
CCN(CC)c1ccc(NS(=O)(=O)c2ccc(-c3ccc(=O)[nH]n3)o2)c(C)c1
 : -27	4	45*	2.8	-11	-2	3	-4	17
Clc1ccc(OCc2nnc(-c3ccccc3Br)o2)cc1
 : -16	-2	3	-1.4	-0.1	-7	1	-2	-1
O=C(CCC(=O)Nc1ccc(F)cc1)N/N=C/c1ccc(Br)cc1
 : -9	-8	4	1.6	-2.1	19	3	0	-9
Cc1ccc2cccc(Oc3nnnn3-c3ccccc3)c2n1
 : -12	-4	1	-1.0	-2.7	8	-1	2	-7
O=C(Nc1nccc(-c2cccs2)n1)c1cccs1
 : -4	-168	9	0.6	-0.8	13	1	0	1
Cc1sc2nc(C)n(/N=C/c3ccc(O)cc3O)c(=O)c2c1C
 : -4	6	-15	-0.1	-2.4	19	-7	-4	4
O=C(CCN1C(=O)COc2ccccc21)NCCCN1CCN(c2ccccc2F)CC1
 : 2	-14	-8	-1.7	-5.4	9	4	1	-6
Cc1c(NS(C)(=O)=O)cccc1-c1nc2cccnc2s1
 : -3	7	-3	-1.9	-2.1	10	11	0	-22
CCC1=NN2C(=N)/C(=C/c3ccc(OS(=O)(=O)c4ccccc4)c(OC)c3)C(=O)N=C2S1
 : -18	-2	3	-3.0	-1.9	-6	1	8	-1
O=P(OC1CCS(=O)(=O)C1)(c1ccccc1)c1ccccc1 (stereo unspecified)
 : 1	-27	-1	-3.5	-4.1	20	1	11	1
COc1ccc(NC(=O)c2ccc(-c3nn(C)c(=O)c4ccccc34)cc2)cc1
 : -2	-9	0	-5.7	-2.7	22	-4	3	-2
COc1ccc(C(C)=O)cc1COC(=O)CNC(=O)c1ccccc1F
 : -9	-1	0	-1.5	-1.4	0	1	1	-5
CCn1c(SCC(=O)c2ccc(Cl)cc2)nnc1-c1cccs1
 : -18	-1	0	-2.8	1.1	12	-1	7	-5
CCCNC(=O)Nc1cccc(C(=O)OC)c1
 : -3	4	-2	-1.1	-2.4	10	5	-4	6
O=C(Nc1ncc(Br)s1)C(Cc1ccccc1)n1cccc1 (stereo unspecified)
 : -9	1	1	-6.8	-4.3	-19	6	-2	44*
Cc1ccc(C2=Nc3ccccc3N(C(=O)c3ccccc3)C(C)C2)cc1 (stereo unspecified)
 : -33	17	2	-3.6	-1.2	-6	0	2	-4
CCOC(=O)N1CCN(C(=O)c2ccc(C#CC3(O)CCCCC3)cc2)CC1
 : -39	-2	0	-2.3	-2.3	1	4	-1	9
O=C(Nc1ccccc1)Nc1nnc(-c2cccs2)s1
 : 2	-5	-4	-4.0	-1.7	10	1	3	3
COc1cc(NC(=O)c2cccs2)c(OC)cc1NC(=O)c1ccco1
 : -9	2	-5	-2.7	-1.3	6	2	2	-2
COC(=O)c1ccccc1NC(=O)c1cn(-c2ccc(C)c(C)c2)c(=O)c2ccccc12
 : -2	-7	0	0.3	-3.1	-26	3	0	18
O=C(COC(=O)c1ccc(CNS(=O)(=O)c2ccc(F)c(Cl)c2)cc1)NC1CCCCCCC1
 : -2	2	-6	-1.9	-1.6	-4	-1	5	1
CCCCSc1nc(O)c(Cc2ccccc2)c(=O)[nH]1
 : -3	-8	-3	-4.3	-3.8	19	1	-1	-1
Cc1cc(NC(=O)CSc2ccc3nnc(-c4cccnc4)n3n2)no1
 : 1	0	-1	-1.0	-4.3	30	-6	1	-2
Cc1cccc(C(C)C)c1NC(=O)CN(C)Cc1cccc(F)c1
 : -22	4	7	-5.9	-4.2	5	0	5	5
CC(=O)Nc1ccccc1C(=O)C(=O)Nc1cccc(C(=O)NC2CC2)c1
 : -9	0	-7	-1.1	-1.7	6	5	3	7

Bioassay records: PubChem, several laboratories
